# aGal spleen mod = inhibitors or activators of human alpha-galactosidase in spleen homogenate. human spleen homogenate, 4MU-alpha-Gal fluorescence, 40 min. Potency, µM (highest dose often 80 µM), without a hit: at the highest dose activity change, negative = inhibition, hits mostly inhibitors. actives 0.008% (n = 240,000). AID 2107. P06280;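 note: potency is the fitted concentration of half-maximal effect; 0% = enzyme with vehicle and -100% = no enzyme basal signal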
#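 qHTS titration in buffer at pH 5.0. Alpha-galactosidase activity in spleen homogenate was measured via 4-methylumbelliferone release from 1 mM fluorogenic substrate after 40 min at 37C and a pH 10 stop. AC50 came from Hill fits of control-normalized data.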
# TR SRC2 fluor cs = counter-screen for TRb-SRC2 inhibitors: fluorescence interference. TRb/SRC2 Texas Red total fluorescence interference. Potency, µM (doses to about 106 µM), for inactives: at the highest dose fluorescence change, negative = quenching. actives 0.29% (n = 280,000). AID 1479; active = well fitted curve in either direction with a large enough effect; inconclusive = small, poorly fitted or top-dose-only effect; note: potency is the fitted concentration of half-maximal effect; % is set by controls: 0 for no effect and ±100 for the full control effect
#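 Human TRβ ligand-binding domain (0.6 uM) and Texas Red SRC2 peptide (20 nM) in Tris buffer with 1 uM T3 and 5% DMSO were incubated with pinned compound for 5 hr at ambient temperature. Total fluorescence was computed as S + 2P (555/632 nm).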
# Epigenetic reg = epigenetic control regulation, reporter derepression | murine LDR cells, GFP reporter derepression, 30 h | Potency, µM (top dose mostly 53.9 µM), for inactives: at the highest dose GFP activation, most hits filed as activators | actives 0.2% (n = 280,000); note: potency is the fitted concentration of half-maximal effect; % of control where 0% means no effect; nearly all actives have a fitted effect of over 60% in size
#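 Murine LDR cells bearing a silenced CMV-driven GFP reporter were exposed to compound for 30 h at 37 C. After PBS washes, GFP-positive cells (20-120 um objects) counted by laser-scanning microplate cytometry.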
# Tau fluor counter = counter-screen for tau fibril formation inhibitors; tau K18 P301L (four-repeat tau fragment) Alexa594 fluorescence, heparin fibrillization; Potency, µM (highest dose often 57.7 µM), without a hit: at the top dose activity change, negative = decrease; AID 1463; actives 0.93% (n = 280,000); note: potency is the fitted concentration of half-maximal effect; % is set by controls: 0 for no effect and ±100 for the full control effect; nearly all actives have a fitted effect of over 55% in size
#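 Human K18 P301L tau (15 uM unlabeled plus 0.24 uM Alexa 594-labeled, final) in 100 mM sodium acetate pH 7 was mixed with compound and 20 uM heparin and incubated 6 hr at 37 C.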
# Tau fibril FP = inhibitors of human tau fibril formation; P10636; K18 P301L tau heparin fibrillization, Alexa594 FP, 6 h; Potency, µM (series often up to 57.7 µM), for the others: at the highest dose activity, negative = inhibition, most hits filed as inhibitors; actives 0.39% (n = 280,000); AID 1468; note: potency is the fitted concentration of half-maximal effect; % is set by controls: 0 for no effect and ±100 for the full control effect; nearly all actives have a fitted effect of over 55% in size
# Target sequence (P10636 561-689 P618L limits assumed): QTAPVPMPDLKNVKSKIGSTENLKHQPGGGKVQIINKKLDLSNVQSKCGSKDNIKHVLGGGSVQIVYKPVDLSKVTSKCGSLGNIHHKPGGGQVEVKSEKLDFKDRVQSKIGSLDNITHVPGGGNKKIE
#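 Compound effects on tau fibrillization are measured by Alexa 594 fluorescence polarization (ex 555, em 632 nm). K18 P301L tau is used at 15 uM with 0.24 uM labeled tracer, and 20 uM heparin induces aggregation over 6 hr at 37 C.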
# CBFb-RUNX1 inh = CBF-beta/RUNX1 interaction disruption; 230,000 tested, under 10 active; AlphaScreen CBFb-His/RUNX1-biotin binding, biochemical; Potency, µM (doses to about 59.8 µM), for the others: top-dose activity, negative = inhibition, actives largely listed as inhibitors; note: % of control where 0% means no effect
#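 Proteins preincubated together for 20 min at RT before compound addition; 15 min later, nickel and streptavidin beads were added and left 90 min prior to AlphaScreen measurement.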
# TRb SRC2 PPI = TRbeta-SRC2 interaction inhibition; actives 0.065% (n = 280,000); TRbeta-SRC2 peptide binding, fluorescence polarization; receptor liganded with 1 µM T3; AID 1469; P10828; Potency, µM (highest dose often 106 µM), inactives show at the highest dose activity change, negative = inhibition, hits mostly inhibitors;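 note: potency is the fitted concentration of half-maximal effect; plate controls were bound peptide for no effect and peptide without receptor for full effect; nearly all actives have a fitted effect of over 50% in size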
# Target sequence (P10828 whole entry, looked up): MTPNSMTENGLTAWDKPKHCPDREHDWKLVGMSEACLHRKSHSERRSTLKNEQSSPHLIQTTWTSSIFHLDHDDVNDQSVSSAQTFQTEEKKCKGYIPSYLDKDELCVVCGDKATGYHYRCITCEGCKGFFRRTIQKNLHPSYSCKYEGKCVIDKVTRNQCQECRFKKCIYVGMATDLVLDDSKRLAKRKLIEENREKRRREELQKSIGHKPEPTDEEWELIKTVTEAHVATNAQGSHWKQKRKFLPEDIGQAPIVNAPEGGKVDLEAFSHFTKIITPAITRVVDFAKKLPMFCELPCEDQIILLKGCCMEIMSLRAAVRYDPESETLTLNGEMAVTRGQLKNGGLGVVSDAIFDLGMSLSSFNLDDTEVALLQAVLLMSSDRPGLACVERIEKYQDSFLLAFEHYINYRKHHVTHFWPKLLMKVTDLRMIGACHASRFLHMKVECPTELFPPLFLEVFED
#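 Quantitative HTS by FP: 0.6 uM TRb LBD, 20 nM labeled SRC2 20-mer, 1 uM T3, 5% DMSO; 5 hr ambient incubation; % activity per concentration and potencies from concentration series.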
# NPSR antag = antagonists of human neuropeptide S receptor cAMP signaling; Q6W5P4; CHO-NPSR cells, cAMP TR-FRET, antagonist mode; Potency, µM (highest dose often 38.3 µM), without a hit: at the highest dose activity change, negative = inhibition, most hits filed as inhibitors; actives 1% (n = 220,000); AID 1461; note: potency is the fitted concentration of half-maximal effect; % is set by controls: 0 for no effect and ±100 for the full control effect; nearly all actives have a fitted effect of over 50% in size; many of its hits are not listed in these tables
# Target sequence (Q6W5P4 whole entry, looked up): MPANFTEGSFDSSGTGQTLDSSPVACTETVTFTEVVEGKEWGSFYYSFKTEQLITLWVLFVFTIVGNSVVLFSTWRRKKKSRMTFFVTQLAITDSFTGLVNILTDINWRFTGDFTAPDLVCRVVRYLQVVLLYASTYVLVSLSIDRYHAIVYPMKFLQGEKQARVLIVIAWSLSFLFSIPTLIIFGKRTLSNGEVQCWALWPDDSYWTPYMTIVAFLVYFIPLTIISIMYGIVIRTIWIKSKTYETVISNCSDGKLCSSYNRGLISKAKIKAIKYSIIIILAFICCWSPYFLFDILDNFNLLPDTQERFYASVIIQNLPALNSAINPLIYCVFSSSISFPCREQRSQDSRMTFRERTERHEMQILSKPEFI
# Numbers without * were called inactive; ? = inconclusive; nt = no result given; & = joins results of further samples; [ ] = remark or other dose. Unless noted, calls come from the whole dose curve; as a rule, active = well fitted curve in the direction sought with a large enough effect; inconclusive = small, poorly fitted or top-dose-only effect, or another doubt; inactive = no such curve, though single readings can be large; an effect the other way counts as inactive or inconclusive.
SMILES,aGal spleen mod,TR SRC2 fluor cs,Epigenetic reg,Tau fluor counter,Tau fibril FP,CBFb-RUNX1 inh,TRb SRC2 PPI,NPSR antag
COc1cc2c(cc1NS(=O)(=O)N1CCCC1)oc1ccccc12,-1.0%,-1.9%,-1.1%,?,-10.5%,1.7%,2.2%,-22.8%[46.1 µM]
Cc1cc(C(=O)COC(=O)Cn2c(C(F)(F)F)nc3ccccc32)c(C)n1Cc1ccco1,0.2%,-1.3%,0.1%,-2.6%,3.4%,-7.6%,-2.0%,-20.8%[46.1 µM]
O=C(C1CCN(S(=O)(=O)c2ccc3c(c2)OCCO3)CC1)N1CCc2ccccc21,-1.7%,2.1%,0.7%,-12.6%,6.7%,-2.7%,-1.9%,-13.9%[46.1 µM]
Cn1nc(C(=O)N2CCN(c3ccccc3F)CC2)c2c1-c1ccccc1S(=O)(=O)C2,nt,-0.2%,1.4%,-4.5%,3.2%,nt,-4.5%,nt
CCN(CC)c1ccc2cc(-c3nc(-c4ccccc4)no3)c(=O)oc2c1,nt,-6.2%,14.1µM*,-22.5%,-9.7%,nt,0.1%,nt
O=C(Nc1ccccc1Cl)C1CC(=O)n2c(nc3ccccc32)N1 (stereo not given),-1.7%,1.6%,-0.5%,0.9%,-4.0%,4.5%,1.1%,8.0%
Cc1ccc(S(=O)(=O)NCCC(C)C)cc1[N+](=O)[O-],-9.7%,1.2%,-0.6%,-3.1%,-2.5%,-9.2%,-5.4%,0.8%
CCO[C@@H]1OC(C(=O)N2CCN(Cc3ccc4c(c3)OCO4)CC2)=C[C@H](C2CC2)[C@H]1CCCO,-1.0%,0.5%,-3.4%,-1.1%,2.7%,13.7%,4.8%,30.4%
O=C(Cn1ncc2c3ccccc3n(Cc3ccccc3)c2c1=O)N1CCCCCC1,nt,0.6%,-1.6%,-10.4%,-5.3%,nt,6.6%,nt
Cc1ccc(-n2ncc(C#N)c2N)cc1,-0.4%,-5.9%,0.0%,1.7%,7.0%,10.2%,-3.2%,11.0%
COc1cc(/C=C/c2nc(N)nc(-c3ccccc3O)n2)cc(OC)c1OC,-7.2%,-1.8%,-1.0%,?,?,4.6%,-16.2%,9.0%
CCc1ccc(CN(Cc2ccco2)C(=O)c2ccccc2Cl)cc1,nt,-0.1%,?,-6.3%,6.7%,nt,-7.8%,nt
CC(C)n1c(CSCc2ccc(Cl)cc2Cl)n[nH]c1=S,-3.7%,-0.3%,1.1%,-23.6%,-2.1%,-1.9%,-1.8%,-11.8%
Cc1cccc(-n2c3nc(=O)[nH]c(=O)c-3cc3c(Cl)cccc32)c1C,nt,?,-0.8%,-12.7%,-7.0%,nt,-27.5%[53 µM],nt
COc1ccc(OCC(O)CNc2ccc(Br)cc2)cc1 (stereo not given),6.1%,-4.3%,-1.1%,17.8µM*[quencher],14.0%,-5.9%,-5.9%,-9.9%[46.1 µM]

# One compound at a time, as listed above. Order of values: aGal spleen mod	TR SRC2 fluor cs	Epigenetic reg	Tau fluor counter	Tau fibril FP	CBFb-RUNX1 inh	TRb SRC2 PPI	NPSR antag
# Profile of O=C(Nc1ccccc1Cl)C1CC(=O)n2c(nc3ccccc32)N1 (stereo not given) = -1.7%	1.6%	-0.5%	0.9%	-4.0%	4.5%	1.1%	8.0%
# Profile of Cc1ccc(-n2ncc(C#N)c2N)cc1 = -0.4%	-5.9%	0.0%	1.7%	7.0%	10.2%	-3.2%	11.0%
# Profile of O=C(Cn1ncc2c3ccccc3n(Cc3ccccc3)c2c1=O)N1CCCCCC1 = nt	0.6%	-1.6%	-10.4%	-5.3%	nt	6.6%	nt

# Next part:
SMILES,aGal spleen mod,TR SRC2 fluor cs,Epigenetic reg,Tau fluor counter,Tau fibril FP,CBFb-RUNX1 inh,TRb SRC2 PPI,NPSR antag
CCC(C(=O)OC)n1nnc2sc(-c3ccccc3)cc2c1=O (stereo not given),nt,0.8%,4.0%,?,7.9%,nt,-4.7%,nt
Cc1ccc(NC2=NCC(=O)N2C2CCCC2)cc1,3.9%,-0.1%,2.2%,1.1%,12.2%,3.7%,2.8%,1.1%
O=S(=O)(NC1CCCCC1)c1ccc(S(=O)(=O)N2CCN3CCCC3C2)cc1 (stereo not given),-6.6%,-3.4%,-1.7%,-4.7%,-0.1%,3.4%,0.2%,-6.6%[46.1 µM]
COc1cccc(NC(=O)c2oc3ccccc3c2NC(=O)C2CCCCC2)c1,nt,-4.4%,-4.0%,-27.8%,-16.8%,nt,4.6%,nt
COc1ccc(C(=O)Oc2cccc3cccnc23)cc1[N+](=O)[O-],-1.4%,-2.7%[53 µM],6.1%,-20.4%,-11.6%,-16.1%,7.8%[53 µM],?
COC(=O)c1ccc(N=Nc2ccccc2)cc1,-0.5%,-1.9%,2.9%,-10.3%,-1.4%,?,-4.3%,-11.2%
COc1ccc(N2CCN(C(=O)COc3ccc4ccccc4c3)CC2)cc1,-6.5%,-0.7%,0.0%,-8.7%,3.4%,4.3%,4.0%,-9.3%[46.1 µM]
CNC(=O)c1[nH]cnc1C(=O)N[C@@H](Cc1ccccc1)C(=O)OC(C)(C)C,-8.3%,0.7%,0.1%,-10.6%,-1.8%,12.5%,1.2%,-27.4%
CCOC(=O)c1sc(NC(=O)c2ccccc2F)c(C(N)=O)c1C,6.9%,-0.2%,7.7%,0.1%,2.2%,-0.2%,1.6%,-59.7%
NC(=O)c1cccn1-c1ncc(C(F)(F)F)cc1Cl,-2.1%,0.8%,-0.3%,8.6%,-1.5%,-11.4%,-4.8%,4.4%
CC(C)(C)C(=O)O/N=C(\N)c1ccc(Oc2cc(Cl)cc(Cl)c2)c([N+](=O)[O-])c1,-1.8%,1.7%,-1.1%,-7.2%,3.5%,1.2%,-1.8%,-2.4%
C=CCn1c(C)cc(C)c(C#N)c1=O,2.5%,4.4%,0.2%,4.5%,0.6%,-11.0%,2.1%,-4.3%[46.1 µM]
Cc1ccnc(NS(=O)(=O)c2cc(C(F)(F)F)ccc2Cl)c1,?,-4.2%,3.4%,0.4%,-5.2%,20.0%,-8.3%,8.2%
O=C1c2ccccc2C(=O)N1CCCc1nc2ccccc2c(=O)n1CCCn1ccnc1,-22.6%,-1.6%,-5.5%,5.1%,0.3%,-4.8%,-11.5%,-3.4%[46.1 µM]
COC(=O)c1ccc(CSc2nnc(Nc3ccccc3OC)s2)o1,-11.5%,-2.5%,4.9%,-19.4%,6.3%,-3.3%,1.5%,-13.3%[46.1 µM]
COc1cc(/C(C)=N/NC(=O)CSc2nncn2C)ccc1OCc1ccccc1Cl,-0.4%,-0.8%,0.0%,-3.1%,2.7%,2.5%,-1.3%,-1.8%
COc1ccc(-n2c(Cc3cc(=O)[nH]c(=O)[nH]3)nnc2SCC(=O)N2CCC(C)CC2)cc1,4.8%,0.2%,-0.2%,-5.4%,1.8%,4.1%,2.0%,-8.3%[46.1 µM]
CCc1ccccc1NC(=O)CCn1nc(C)c2c(C)n(-c3ccccc3)nc2c1=O,nt,-0.9%,4.0%,6.8%,-3.8%,nt,-5.7%,nt
CN(C)Cc1nc2ccccc2c(=O)n1CC#N,-10.7%,-2.8%,-1.3%,-9.5%,5.3%,-13.0%,0.2%,16.6%
COc1ccc(C(=O)Nc2ccc3c(c2)C(=O)c2ccccc2C3=O)cc1OC,3.8%,-3.5%,-2.2%,?,14.8%,?,-1.2%,10.5%
COc1ccc(C2CC(=O)NC(NC(=O)c3ccc(Br)cc3)=N2)c(OC)c1OC (stereo not given),nt,-0.7%,-0.4%,-1.4%,-8.9%,nt,-2.0%,nt
CCOC(=O)C(Cc1ccccc1)NC(=O)CCc1c(C)nc2c(c(C)nn2-c2ccc(C)c(C)c2)c1C (stereo not given),nt,-4.5%,2.2%,-6.4%,-2.2%,nt,-1.8%,nt
O=C(C1=NN[C@@H]2C(=O)N(c3cccc(C(F)(F)F)c3)C(=O)[C@H]12)C(c1ccccc1)c1ccccc1,2.5%,-0.4%,-1.0%,-16.3%,6.3%,0.7%,13.5%,-4.5%
CCCOC(=O)Cc1n[nH]c(=O)[nH]c1=O,-3.0%,0.8%,0.0%,1.4%,-1.4%,26.8%,-21.3%,-4.5%[46.1 µM]
CCC(=O)NC(=S)Nc1ccc(NC(=O)c2ccco2)c(OC)c1,2.4%,-0.1%[53 µM],-1.3%,-1.4%,6.1%,-1.5%,-12.3%[53 µM],-22.0%
CC(C)(C)NC(=O)N1CCN(c2nc(-c3ccccc3)ns2)CC1,-10.7%,-1.5%,-5.0%,12.6%[0.0958 µM],-2.1%[0.0958 µM],16.4%,-2.7%,-6.9%
COc1cc(Br)c(C(C)NC(=O)c2ccccc2)cc1OC (stereo not given),-19.2%,-1.3%,0.0%,-8.4%,-7.0%,-1.1%,3.8%,-2.7%[46.1 µM]
Cc1ccc(S(=O)(=O)N(CC(=O)Nc2ccc3c(c2)OCO3)c2ccc(C)c(Cl)c2)cc1,nt,-14.1%,0.8%,?,-0.4%,nt,4.0%,nt
Cc1nn(Cc2ccc(F)cc2)c2sc(C(=O)Nc3ccccc3N3CCOCC3)cc12,7.2%,0.6%,1.0%,-5.6%,7.4%,-0.1%,-4.1%,-34.7%
O=C(CCCOc1ccc(Cl)cc1)Nc1ccc(N2CCOCC2)cc1,-2.8%,-0.2%,1.1%,4.5%,6.8%,-3.5%,1.7%,-19.4%
COC(=O)c1c(-c2c(Cl)cccc2Cl)noc1NC(=O)N(C)C,-2.5%,-2.1%,3.2%,-4.0%,-2.8%,6.0%,9.3%,-8.6%
Nc1ccc(S(=O)(=O)N2CCCC2)cc1,-2.9%,-0.7%,-4.1%,-1.5%,1.8%,-0.7%,-11.8%,-7.2%[46.1 µM]
CCCc1cc(C(=O)NNC(=S)NCC2CCCO2)cs1 (stereo not given),-8.8%,0.3%,1.0%,-2.2%,8.6%,0.5%,-4.4%,24.3%
COc1ccc(S(=O)(=O)N2CCN(c3ccccc3OC)CC2)cc1,nt,-3.2%,0.5%,-25.7%,13.8%,nt,0.2%,nt
Clc1cccc(Cl)c1NC1=NCCN1,4.5%,-4.1%,-0.1%,-1.6%&-2.7%&4.3%&-4.3%&-5.9%,-2.6%&-3.7%&-2.2%&-3.5%&-3.2%,13.4%,4.3%,?
COc1ccccc1Nc1nc(C)cs1,2.5%&-8.2%,-0.3%&2.1%,1.8%&-1.0%,?,?,-2.1%&-6.2%,7.6%&-8.6%,-3.2%&-6.5%[46.1 µM]

# An excerpt; the hit share may differ from the screen's.
